Assay outcomes from PubChem.
AmpC inh detg: blocks E. coli AmpC beta-lactamase in detergent assay. P00811. AmpC hydrolysis of nitrocefin, absorbance 480 nm, 0.01% Triton. Potency, µM (titrated, usually from 114 µM), without a hit: at the top dose activity change, negative = inhibition, usual class: inhibitors. actives 0.041% (n = 370,000);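 note: potency is the fitted concentration of half-maximal effect; 0% = no-compound wells and -100% = no-enzyme wells; nearly all actives have a fitted effect of over 25% in size; some results filed as inactive show a strong effect at the top dose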
Target sequence (P00811 whole entry, looked up): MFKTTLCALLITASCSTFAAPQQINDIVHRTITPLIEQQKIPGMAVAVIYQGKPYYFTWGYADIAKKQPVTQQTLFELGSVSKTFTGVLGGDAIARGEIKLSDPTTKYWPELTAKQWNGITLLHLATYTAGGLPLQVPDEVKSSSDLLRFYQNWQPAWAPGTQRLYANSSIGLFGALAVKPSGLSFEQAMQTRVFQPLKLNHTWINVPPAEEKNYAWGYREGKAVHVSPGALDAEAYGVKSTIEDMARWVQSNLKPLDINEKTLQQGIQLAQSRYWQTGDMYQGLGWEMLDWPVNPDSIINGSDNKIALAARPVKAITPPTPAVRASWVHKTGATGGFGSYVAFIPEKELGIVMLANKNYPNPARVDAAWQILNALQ
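20 mM phosphate pH 7.0 + 0.01% (detergent screen) or 0.0001% Triton X-100; 5.3 nM AmpC reagent; cpd preinc 15 min RT; nitrocefin (800 uM stock) to start; A480 q20 s × 4 min; Activity was normalised to no-enzyme and no-compound control wells.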
HCV inh: HCV inhibition | actives 3.4% (n = 340,000) | Huh7.5.1 HCVcc-Cre infection, luciferase reporter, 44 h | Potency, µM (doses to about 41.8 µM), inactives show at the top dose activity change, negative = inhibition, actives largely listed as inhibitors; note: potency is the fitted concentration of half-maximal effect
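HCVcc-Cre virus at an moi near 0.5 was added right after compound to cells cultured 4 h from seeding (1,000 cells/well). Luciferase activity was determined 44 h later, 15 min after substrate addition at RT.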
Giardia FBPA inh: inhibitors of Giardia lamblia fructose-1,6-bisphosphate aldolase; Potency, µM (highest dose often 59.6 µM), for inactives: at the highest dose activity, negative = inhibition, most hits filed as inhibitors; purified Giardia FBPA; AID 2451; actives 0.71% (n = 290,000); note: potency is the fitted concentration of half-maximal effect; nearly all actives have a fitted effect of over 55% in size
Target sequence (A8B2U2 whole entry, looked up): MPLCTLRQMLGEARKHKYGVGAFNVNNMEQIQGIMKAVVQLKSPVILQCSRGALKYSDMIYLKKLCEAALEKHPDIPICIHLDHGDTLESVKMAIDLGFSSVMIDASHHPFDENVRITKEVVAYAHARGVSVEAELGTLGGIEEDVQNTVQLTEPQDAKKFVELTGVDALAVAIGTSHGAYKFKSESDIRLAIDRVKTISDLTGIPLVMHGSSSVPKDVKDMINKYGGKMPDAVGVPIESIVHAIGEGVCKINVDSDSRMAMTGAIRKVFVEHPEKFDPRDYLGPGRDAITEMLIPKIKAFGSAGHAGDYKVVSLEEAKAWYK
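40 nM FBPA preincubated 10 min at RT with compound (up to 57.5 uM final), then substrate plus GAPDH/TPI/NAD/arsenate coupling and diaphorase/resazurin added. Fluorescence read after 20 min at RT, 525/598 nm.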
HCMV inh: human cytomegalovirus inhibition. AID 1259415. HFF cells, HCMV-luciferase reporter, 72 h; active compounds read low. actives 4.5% (n = 410,000). activity change, negative = inhibition, % at 57.5 µM; in the data active = activity change below about -60%; inconclusive = no clear call, values can overlap the other calls; inactive = above about -39%
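Inhibition of viral replication was scored as loss of reporter luminescence in HFFs infected with HCMV-luciferase (MOI 1 PFU/cell) for 72 h; compounds tested at 2 doses, normalized to buffer and Salinomycin controls.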
Sm TGR inh: blocks Schistosoma mansoni thioredoxin glutathione reductase; purified TGR, DTNB reduction, TNB absorbance 405 nm; Potency, µM (top dose mostly 114 µM), for the others: at the highest dose activity change, negative = inhibition, usual class: inhibitors; actives 3% (n = 360,000); AID 485364; note: potency is the fitted concentration of half-maximal effect; nearly all actives have a fitted effect of over 60% in size
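First, TGR (20 nM dispensed) and NADPH were mixed with compound. Second, a 15 min room-temperature incubation followed. Third, further NADPH and then DTNB were added to start the reaction. Finally, TNB absorbance was monitored kinetically.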
AMA1 RON2 block: inhibitors of Plasmodium falciparum AMA1-RON2 interaction; AlphaScreen AMA1-biotinylated RON2 peptide binding; Potency, µM (top dose mostly 58.2 µM), without a hit: top-dose activity change, negative = inhibition, hits mostly inhibitors; actives 0.2% (n = 360,000);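 note: potency is the fitted concentration of half-maximal effect; 0% = vehicle wells and -100% = peptide control; nearly all actives have a fitted effect of over 45% in size; some results filed as inactive show a strong effect at the top dose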
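AMA1 (3D7) with his tag at 25 nM final met compounds first, then biotinylated RON2 peptide at 25 nM; detection used donor plus acceptor beads, 10 µg/mL apiece, read by AlphaScreen after 30 min at room temperature.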
Starred values were filed as active, the others as inactive; ? = inconclusive; · = not tested or not shown; & = joins results of further samples; [ ] = another dose, or the depositor's remark. Unless noted, calls come from the whole dose curve; as a rule, active = well fitted curve in the direction sought with a large enough effect; inconclusive = small, poorly fitted or top-dose-only effect, or another doubt; inactive = no such curve, though single readings can be large; an effect the other way counts as inactive or inconclusive. Unless noted, % is set by controls: 0 for no effect and ±100 for the full control effect. Compounds were not picked by outcome, and some 9.3% of all compounds hit somewhere here.

Abbreviations – A = AmpC inh detg; B = HCV inh; C = Giardia FBPA inh; D = HCMV inh; E = Sm TGR inh; F = AMA1 RON2 block
C[C@H]1CN([C@@H](C)CO)C(=O)c2cc(NC(=O)CCN3CCOCC3)ccc2O[C@H]1CN(C)C(=O)Nc1ccc(F)cc1
  A: · | B: 17% | C: · | D: 49 | E: · | F: 36%[activator]
COC(=O)c1ccc(NC(=O)C(=O)NCC2CCCO2)cc1 (configuration not stated)
  A: -5% | B: 4% | C: 2% | D: 39 | E: -6% | F: 3%
Cc1ccc(Cl)cc1N1CCN(C(=O)C2CCN(Cc3nc(-c4ccc(Cl)cc4)oc3C)CC2)CC1
  A: -12% | B: · | C: · | D: 1 | E: -3% | F: ·
O=[N+]([O-])c1cccc2cnccc12
  A: · | B: 9% | C: · | D: -32 | E: · | F: 43%[activator]
Cc1cccc(OC(C)C(=O)Nc2nonc2-c2ccc(Br)cc2)c1C (configuration not stated)
  A: 25% | B: · | C: · | D: -14 | E: 1% | F: ·
O=C1CC(c2ccccc2)CC(=O)C1CS(=O)(=O)c1ccccc1 (configuration not stated)
  A: -3% | B: 4% | C: -30% | D: 4 | E: 0.71µM* | F: -12%
Cc1ccc(Cn2c(C3CCCN3c3nc(-c4cc(Cl)c(N)c(Cl)c4)cs3)nc3cc(C(=O)NCCCO)ccc32)cc1 (configuration not stated)
  A: · | B: 1.4µM* | C: · | D: -2 | E: · | F: -3%
Cc1cccc(NC(=O)c2cc(NC(=O)C3CCCCC3C(=O)O)ccc2N2CCOCC2)c1 (configuration not stated)
  A: -4% | B: · | C: · | D: -7 | E: 0% | F: -3%
Cc1nc(NC(=S)NC(=O)c2ccco2)sc1C(=O)N(C)C
  A: -2% | B: 14% | C: 10µM* | D: 12 | E: -2% | F: 34%[activator]
CC(=O)N1CCN(CC(=O)Nc2ccc(Cl)c(S(=O)(=O)N(C)C)c2)CC1
  A: ? | B: 3% | C: 1% | D: ? | E: -8% | F: -5%[2.32 µM]
CCCCCCCCCCCC(=O)NC(C(=O)OCC)C(O)c1cccc([N+](=O)[O-])c1 (configuration not stated)
  A: 3% | B: -1% | C: -4% | D: 16 | E: -46% | F: 8%
CCOc1ccc(N=Cc2c(O)n(-c3cccc(C)n3)c(=O)c3ccccc23)cc1
  A: 4% | B: ? | C: · | D: -24 | E: 10% | F: 4%
O=C(NCc1ccccc1)c1cc[n+](Cc2ccccc2)cc1
  A: ? | B: 14% | C: 1% | D: 4 | E: 0% | F: 2%
CCOC(=O)c1c(-c2cccc([N+](=O)[O-])c2)csc1NC(=O)C1CCCCC1
  A: ? | B: ? | C: -16% | D: -38 | E: 4% | F: -13%
COc1cccc(NC(=O)CN(C)C(=O)c2cccc(S(=O)(=O)Nc3ccccc3OC)c2)c1
  A: 5% | B: -13% | C: · | D: 23 | E: -10% | F: -4%[11.6 µM]
COc1ccc(CNC(=O)COC(=O)c2cccn2C)cc1
  A: · | B: 2% | C: · | D: 61 | E: · | F: -16%
N#CCCN(Cc1cccs1)C(=O)Nc1ccccc1
  A: -4% | B: 6% | C: 3% | D: 78 | E: -4% | F: 16%
O=C(COC(=O)CN1C(=O)C2CCCCC2C1=O)NC1CCS(=O)(=O)C1 (configuration not stated)
  A: -19% | B: 13% | C: 2% | D: -7 | E: -6% | F: 10%
CC1CC(C)CN(CCCNC(=O)CN2C(=O)COc3ccc(S(=O)(=O)N4CCOCC4)cc32)C1 (configuration not stated)
  A: -10% | B: 5% | C: -4% | D: 0 | E: 0% | F: -5%
CC(=O)Nc1ccc(NC(=O)CN2C(=O)COc3ccc(S(=O)(=O)N4CCCCC4)cc32)cc1
  A: -1% | B: 15% | C: · | D: 35 | E: 4% | F: -3%
CCCCN(C)C(=O)CCC(=O)Nc1ccc2nc(N3CCN(C)CC3)cc(C)c2c1
  A: 3% | B: ? | C: -1% | D: ? | E: 3% | F: 5%
Nc1[nH]n(-c2ccccc2)c(=O)c1N=Nc1ccccc1
  A: -1% | B: 0% | C: -5% | D: 0 | E: -1% | F: ?
CCc1ccccc1NC(=O)CSc1nnc(-c2ccccc2)c(-c2ccccc2)n1
  A: 7% | B: · | C: · | D: -84* | E: 15% | F: ·
COCCCNC(=S)NCCNc1nc2cc(C)c(C)cc2cc1C#N
  A: -7% | B: ? | C: -14% | D: -11 | E: -1% | F: -16%
O=C(O)COCC(=O)N1CCN(c2cc(C(F)(F)F)nc3ccccc23)CC1
  A: 1% | B: 15% | C: 4% | D: -14 | E: 3% | F: -4%

Entries of single compounds from above:
COc1cccc(NC(=O)CN(C)C(=O)c2cccc(S(=O)(=O)Nc3ccccc3OC)c2)c1 is listed with AmpC inh detg: 5%; HCV inh: -13%; Giardia FBPA inh: ·; HCMV inh: 23; Sm TGR inh: -10%; AMA1 RON2 block: -4%[11.6 µM]
COCCCNC(=S)NCCNc1nc2cc(C)c(C)cc2cc1C#N is listed with AmpC inh detg: -7%; HCV inh: ?; Giardia FBPA inh: -14%; HCMV inh: -11; Sm TGR inh: -1%; AMA1 RON2 block: -16%

Other structures follow.
Abbreviations – A = AmpC inh detg; B = HCV inh; C = Giardia FBPA inh; D = HCMV inh; E = Sm TGR inh; F = AMA1 RON2 block
CC(C)CC(c1nnnn1CCc1ccccc1)N1CCN(C(=O)c2ccco2)CC1 (configuration not stated)
  A: ? | B: 11% | C: 7% | D: 70 | E: 0% | F: -4%
CCOC(=O)N1CCN(C(=O)CN(c2ccc(Oc3ccccc3)cc2)S(C)(=O)=O)CC1
  A: ? | B: -21% | C: -2% | D: -10 | E: 13% | F: 18%
O=C(C1=C[C@H](c2ccc3c(c2)OCO3)C[C@H](OCc2ccc(CO)cc2)O1)N1CCCCCCC1
  A: -6% | B: 35%[activator][8.37 µM] | C: -4% | D: -3 | E: -15% | F: 6%
CC(C)(C)NC(=O)c1cccc(NC(=O)c2ccc(NC(=O)c3ccco3)cc2)c1
  A: -10% | B: 2.5µM* | C: 3% | D: -33 | E: -5% | F: 11%
O=C(CSc1nnc2c(Cl)cc(Cl)cn12)N1CCN(c2ccc(F)cc2)CC1
  A: -1% | B: 7% | C: 1% | D: 32 | E: -5% | F: 10%
CC(C)(C)OC(=O)N1CCC(C(=O)NCC2CCCO2)CC1 (configuration not stated)
  A: -13% | B: 14% | C: 10% | D: -21 | E: -28% | F: 2%
Cc1nn2c(NC(C)C)c3c(nc2c1-c1ccccc1)CCC3
  A: 2% | B: -28% | C: -1% | D: -24 | E: 5% | F: -6%
COc1ccc(OCc2csc(N)n2)cc1
  A: -9% | B: -16% | C: 5% | D: 39 | E: 0% | F: -5%
CC(C)N1CCc2c(sc(NC(=O)CCc3ccccc3)c2C(N)=O)C1
  A: 3% | B: ? | C: -26% | D: -37 | E: -19% | F: 7%
O=C(CCl)Nc1ccc(-c2ccccc2)cc1
  A: 2% | B: 3.2µM* | C: 0% | D: 81 | E: 4.5µM* | F: -1%
CC(C)[n+]1ccn(C2=C([O-])c3ccccc3C(=O)/C2=N\S(=O)(=O)c2ccccc2)c1
  A: 2% | B: ? | C: ? | D: -87* | E: 45µM* | F: -13%
CCc1ccc(-c2nc(CS(=O)CC(=O)NC3CC3)c(C)o2)cc1 (configuration not stated)
  A: -10% | B: 3% | C: -3% | D: 23 | E: 4µM* | F: -15%
CCc1ccc(C(=O)c2cn(CC(=O)Nc3ccc(OC)cc3)c3cc4c(cc3c2=O)OCO4)cc1
  A: 0% | B: · | C: · | D: 8 | E: 0% | F: ·
CC(=O)c1ccc(OCC(O)CN(C)CCOc2ccc(Br)cc2)cc1 (configuration not stated)
  A: -9% | B: -27% | C: 8% | D: -16 | E: -16% | F: 7%
CCOc1ccc(C(=O)Nc2ccc(NC(=O)c3ccccc3)cc2)cc1Br
  A: -8%&13% | B: -14% | C: -3% | D: -9&3 | E: 3%&1% | F: 4%
Cc1ccccc1OCC(=O)Nc1ccc(OCc2cc(=O)n3ccsc3n2)cc1
  A: 10% | B: · | C: · | D: 3 | E: 9% | F: ·
Cc1ccc(Nc2nnc(SCC(=O)NCCN3C(=O)CSC3=O)s2)cc1
  A: -8% | B: 2% | C: -8% | D: 27 | E: 5% | F: -3%
CCOc1cccc2cc(C(=O)NCc3ccccc3)c(=N)oc12
  A: 3% | B: 1% | C: -11% | D: · | E: -19% | F: -2%
Fc1ccc(N2CCN(C(c3cccs3)c3nnnn3CCc3ccccc3)CC2)cc1 (configuration not stated)
  A: -1% | B: -25% | C: -3% | D: -32 | E: 1% | F: 0%
CC(C)CC(=O)Nc1cccc(C(=O)Nc2ccccc2C(=O)O)c1
  A: ? | B: 9% | C: 4% | D: 33 | E: -16% | F: 10%
c1cc2c(cc1Nc1nc(-c3ccc4c(c3)OCO4)cs1)OCCO2
  A: -3% | B: -20%&-13% | C: -25% | D: 17 | E: -29% | F: -5%
CCCc1c(C(=O)N/N=C/c2ccc(C)s2)nnn1-c1nonc1N
  A: -8% | B: -1% | C: 10% | D: 0 | E: -9% | F: 10%
CC(=O)c1ccc(C(=O)N2CCC(n3nccc3NC(=O)C3CC3)CC2)cc1
  A: -1% | B: 37%[activator] | C: 8% | D: 14 | E: -11% | F: 19%
Cc1cc2c(cc1C)C(c1ccccc1F)CC(=O)N2 (configuration not stated)
  A: ? | B: -29% | C: 19% | D: 10 | E: -17% | F: 0%
CCOC(=O)C(=CNc1ccc(-c2ccco2)c(Cl)c1)C(=O)OCC
  A: -10% | B: ? | C: -9% | D: ? | E: 14µM* | F: 5%
COC1(OC)C(/C=C/c2ccc(C)cc2)C(C#N)(C#N)C1(OC)OC (configuration not stated)
  A: · | B: ? | C: · | D: 2 | E: · | F: 6%
CC(=O)Nc1ccc(NC(=O)C(C)n2nc(C)c([N+](=O)[O-])c2C)cc1 (configuration not stated)
  A: -13% | B: 9% | C: 0% | D: -18 | E: -1% | F: 8%
CCC1CCCCN1C(=O)c1c(-c2ccccc2)noc1C (configuration not stated)
  A: 8% | B: -5% | C: -5% | D: -17 | E: ? | F: 6%
O=C(COC(=O)CCc1ccccc1)NC(c1ccccc1)c1ccccc1
  A: ? | B: 6% | C: 1% | D: 52 | E: 5% | F: -3%
O=C(COC(=O)c1ccccc1O)Nc1ccc2ccccc2c1
  A: · | B: -6% | C: · | D: 0 | E: · | F: 16%
O=C(NCc1ccc(Cl)cc1)C(=O)NCC1OCCN1C(=O)c1ccc(Cl)cc1 (configuration not stated)
  A: 1% | B: -14% | C: 0% | D: -18 | E: 16% | F: 3%
COc1ccc(NCc2ccc(OC)c(OC)c2)cc1
  A: -13% | B: · | C: ? | D: · | E: 0% | F: ·

Part of the list above, field by field.
O=C(COC(=O)CCc1ccccc1)NC(c1ccccc1)c1ccccc1
  AmpC inh detg = ? | HCV inh = 6% | Giardia FBPA inh = 1% | HCMV inh = 52 | Sm TGR inh = 5% | AMA1 RON2 block = -3%
O=C(COC(=O)c1ccccc1O)Nc1ccc2ccccc2c1
  AmpC inh detg = · | HCV inh = -6% | Giardia FBPA inh = · | HCMV inh = 0 | Sm TGR inh = · | AMA1 RON2 block = 16%
